TDP1 cell noCPT: qHTS for Inhibitors of human tyrosyl-DNA phosphodiesterase 1 (TDP1): qHTS in cells in absence of CPT; DT40 Tdp1-/- hTDP1 cells, no CPT, ATP luminescence, 48 h; Potency, µM (titrated, usually from 46.2 µM), for inactives: top-dose activity change, negative = growth inhibition, most hits filed as inhibitors; 420,000 tested, 15% active; note: nearly all actives have a fitted effect of over 55% in size
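Seeded 400 DT40-hTDP1 cells/well (vehicle DMSO, no 20 nM CPT); pinned compounds; ≥48 hr at 37 °C; CellTiter-Glo luminescence as viability measure.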
TDP1 block: inhibitors of human tyrosyl-DNA phosphodiesterase TDP1; recombinant TDP1, AlphaScreen DNA substrate cleavage; Potency, µM (series often up to 130 µM), inactives show top-dose activity change, negative = inhibition, most hits filed as inhibitors; 350,000 tested, 0.28% active; note: nearly all actives have a fitted effect of over 40% in size
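Recombinant human Tdp1 (E. coli-expressed, 1 nM final) preincubated with compounds 15 min at room temperature, then 5'-biotin/3'-phosphotyrosine-FITC DNA substrate (15 nM final) added for 5 min. AlphaScreen beads (10 ug/ml final) added 10 min; cleavage lowers signal.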
GCN5L2 inh: GCN5L2 (KAT2A) acetyltransferase inhibition. 390,000 tested, 0.21% active. GCN5L2 HAT assay, ThioGlo1 CoA-SH fluorescence. Q92830. Potency, µM (top dose mostly 58.9 µM), for inactives: at the top dose activity change, negative = inhibition, actives largely listed as inhibitors
Target sequence (Q92830 whole entry, looked up): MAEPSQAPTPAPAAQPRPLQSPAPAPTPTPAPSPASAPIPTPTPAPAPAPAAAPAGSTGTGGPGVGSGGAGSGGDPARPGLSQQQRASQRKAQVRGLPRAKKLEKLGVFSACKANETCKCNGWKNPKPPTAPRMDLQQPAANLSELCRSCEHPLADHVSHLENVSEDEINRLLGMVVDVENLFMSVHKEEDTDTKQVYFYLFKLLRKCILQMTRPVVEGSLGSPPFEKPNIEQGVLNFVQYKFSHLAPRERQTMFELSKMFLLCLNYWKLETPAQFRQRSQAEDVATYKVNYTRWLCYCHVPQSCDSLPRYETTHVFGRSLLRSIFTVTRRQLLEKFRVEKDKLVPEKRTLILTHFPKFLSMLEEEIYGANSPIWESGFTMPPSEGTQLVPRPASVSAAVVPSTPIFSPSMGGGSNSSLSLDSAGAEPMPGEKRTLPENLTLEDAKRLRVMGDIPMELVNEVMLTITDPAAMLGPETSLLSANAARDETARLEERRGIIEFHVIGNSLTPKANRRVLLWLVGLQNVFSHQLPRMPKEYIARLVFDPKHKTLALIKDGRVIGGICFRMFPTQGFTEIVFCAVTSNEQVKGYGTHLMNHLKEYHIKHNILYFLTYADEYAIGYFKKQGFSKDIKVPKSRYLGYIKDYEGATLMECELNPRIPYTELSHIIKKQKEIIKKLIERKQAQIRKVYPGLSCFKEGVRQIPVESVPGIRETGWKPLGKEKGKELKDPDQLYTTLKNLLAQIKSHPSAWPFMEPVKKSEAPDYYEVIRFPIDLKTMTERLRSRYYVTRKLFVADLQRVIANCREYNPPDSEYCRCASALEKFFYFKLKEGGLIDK
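qHTS, 1536-well. 20nM enzyme, pH 7.5 HEPES/EDTA/Tween-20 buffer; 15 min compound preinc., RT. Start: 75uM H3(1-25), 70uM AcCoA, 50uM ThioGlo1. Read Ex340/Em540 at t=0 (autofluorescence flag) and t=20 min.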
An asterisk follows results filed as active; u = inconclusive; x = not tested or not shown; & = joins results of further samples; [ ] = another dose, or the depositor's remark. Calls come from the whole dose curve; as a rule, active = well fitted curve in the direction sought with a large enough effect; inconclusive = small, poorly fitted or top-dose-only effect, or another doubt; inactive = no such curve, though single readings can be large; an effect the other way counts as inactive or inconclusive. % is set by controls: 0 for no effect and ±100 for the full control effect; potency is the fitted concentration of half-maximal effect. Some of the compounds tested; the hit share may differ from the screen's.

Values run as follows: TDP1 cell noCPT	TDP1 block	GCN5L2 inh
CC(=O)c1ccc(N2CCN(C(=O)C3CCN(S(=O)(=O)c4ccc5c(c4)CC(C)N5C(C)=O)CC3)CC2)cc1 (stereo unspecified)
  u	3%	-3%
Nc1nc(-c2nn(Cc3ccccc3F)c3ncccc23)ncc1C1CC1
  x	8%	3%
S=c1[nH]nc(-c2ccccn2)n1/N=C/c1ccccc1
  -8%	8%	-2%
CCOC(=O)C1(Cc2ccc(OC)cc2)CCN(C(=O)c2cc3ccccc3[nH]2)CC1
  u	7%	-16%
COc1ccc(NC(=S)N(CCC(C)C)C2CCN(C(C)C)CC2)cc1Cl
  u	x	-11%
Cc1ccc(-n2c(Cn3cnc4ccccc43)nnc2SCC(=O)O)cc1
  -2%	2%	-6%
O=C(NNc1nc2ccccc2s1)c1ccc(F)cc1
  -13%	11%	3%
Cc1ccc(S(=O)(=O)N(C)C)cc1NC(=O)COC(=O)/C=C/c1cnc2ccccc2n1
  -8%	7%	-13%
CC12CN3CC(C)(CN(C1)C3c1cc3ccccc3[nH]1)C2=O (stereo unspecified)
  -23%	0%	1%
CCCSc1nc2sc3c(c2c(=O)n1-c1ccccc1)CCC(C)C3 (stereo unspecified)
  -15%	x	-3%
CCN(Cc1ccccc1)C(=O)c1ccc2c(=O)n3c(nc2c1)CCC3
  u	-3%[0.505 µM]	4%
Cc1cccc(OCCC(=O)N(C)CC(=O)Nc2cccc3ccccc23)c1
  1%	3%	7%
Cc1cc(SCC(=O)N/N=C/c2ccc(O)cc2O)nc2ccccc12
  4.1µM*	x	-8%
Cc1ccc2c(c1)N(CC(=O)N1CCOCC1)C(=O)CO2
  6%	x	-2%
CSc1ccccc1NC(=O)c1ccccc1C
  -14%	4%	-6%
Cc1ccc(S(=O)(=O)N2CCOCC2)cc1NC(=O)COC(=O)COc1ccccc1[N+](=O)[O-]
  -9%	2%	-5%
O=C(NCc1ccccc1)C(c1ccccc1)N(Cc1cccs1)C(=O)c1cnccn1 (stereo unspecified)
  u	x	17%
Cc1ccc(NS(=O)(=O)c2cc3c4c(cccc4c2)C(=O)NC3=O)cc1
  9.2µM*	-1%	-5%
CN(Cc1nc(-c2cccs2)no1)CC1COCCO1 (stereo unspecified)
  18%	2%	-2%
S=C(NCc1ccccc1)N1CCc2ccccc2C1
  -30%	x	-7%
CN(N=Nc1cccc([N+](=O)[O-])c1)c1cccc([N+](=O)[O-])c1
  5%	2%	-4%
O=C(CCc1nc2ccccc2s1)NCc1ccccc1F
  -19%	6%	-25%
CCc1cc2ccc(C)c(C)c2nc1SCC(=O)Nc1cc(C)on1
  -14%	-7%	-3%
CCC(=O)Nc1cc(-c2nc3ccccc3s2)c(Cl)cc1Cl
  -27%	5%	2%
COc1ccc(S(=O)(=O)Nc2c(C)nc3nc(C)[nH]n3c2=O)cc1
  1%&0%	13%	-22%&-20%
O=C(OCC(=O)N1CCN(c2ccccc2)CC1)c1ccco1
  14%	5%	-22%
Cc1ccccc1-c1nccc(Nc2ccc(F)cc2)n1
  u	x	-15%
CC(C)C(C(=O)O)N1C(=O)/C(=C/c2ccc(Br)cc2)SC1=S (stereo unspecified)
  x	7%	u
O=C(CN1C(=O)c2ccccc2S1(=O)=O)NCCc1ccccc1
  0%	x	-4%
Cc1ccc(NC(=O)CSc2ccc3nnc(CCNC(=O)c4ccccc4)n3n2)c(C)c1
  -19%	3%	13%
CN1CCN(CC(O)COC(c2ccccc2)c2ccccc2)CC1 (stereo unspecified)
  -14%	-2%	0%
O=C(CSc1nc2ccccc2c(=O)[nH]1)Nc1ccc(C(=O)O)cc1
  -3%	50µM*	-2%
COc1ccc(CN2CCNC(=O)C2CC(=O)NCCCn2cccn2)cc1C (stereo unspecified)
  1%	1%	-2%
COc1cc(NC(=O)c2ccno2)cc(C(=O)Nc2cccc(C(F)(F)F)c2)c1
  16µM*	5%	-5%
COc1cccc(OC)c1C(=O)Nc1ccccc1C(=O)N1CCOCC1
  12%	1%	7%
O=C(c1cccc2ccccc12)N1CCN(c2ccc([N+](=O)[O-])c(NCc3ccco3)c2)CC1
  -29%	3%	-2%
CSc1cccc(NC(=O)CN2CCN(Cc3ccccc3C)S2(=O)=O)c1
  u	0%	-11%
N/C(COc1ccc(Cl)cc1Cl)=N\NS(=O)(=O)c1ccccc1
  -3%	3%	-14%
O=C(C1=C[C@H](c2ccc3c(c2)OCO3)C[C@H](OCCCCO)O1)N1CCN(Cc2ccccc2)CC1
  u	3%	-5%
CCC(CC)c1nnc(NC(=O)C2CSC3(C)CCC(=O)N23)s1 (stereo unspecified)
  -9%	0%	0%
O=C(CCS(=O)(=O)c1cccc2nonc12)NC1CCCCCC1
  6%	4%	-4%
N#CC(c1ccc(Cl)cc1)c1nc2ccccc2nc1C(F)(F)F (stereo unspecified)
  -17%	-6%	-5%
COc1ccccc1C(=O)N1CCN(C(=O)c2ccncc2)CC1
  -22%	9%	-17%
CC(C)(C)C1CCC(=NNS(=O)(=O)c2ccc(Br)cc2)CC1 (stereo unspecified)
  -1%	10%	2%
CCOc1ccc(C(=O)OCC(=O)NCCNC(=O)COC(=O)c2ccc(OCC)cc2)cc1
  -2%	1%[56.1 µM]	-10%
COc1ccc2nc(Nc3ccccc3)sc2c1
  u	1%	-4%
CCc1nc(SCC(=O)c2ccc(Cl)s2)c2oc3ccccc3c2n1
  -25%	2%	-18%
NC(=O)c1ccccc1N/C=C/C(=O)c1ccccc1
  12%	1%	-3%
O=C1C2C3C=CC(CC3)C2C(=O)N1c1ccc(Cl)cc1Cl (stereo unspecified)
  12%	x	1%
COc1ccc(CSc2nnc(C)n2N)cc1[N+](=O)[O-]
  2%	-1%	12%
CC(C)Cc1nnc(NC(=O)CSc2nc(O)c(-c3ccccc3)c(=O)[nH]2)s1
  -17%	5%	0%
CC(C(=O)Nc1ccccc1)N1C(=O)c2ccccc2C1=O (stereo unspecified)
  8%	-3%	-4%
O=C(CCCSc1nc(-c2ccco2)cc(C(F)(F)F)n1)NCC1CCCO1 (stereo unspecified)
  u	2%	-1%
COc1ccc(NC(=O)CSc2ncnc3c2cnn3Cc2ccccc2)cc1
  -25%	5%	2%
O=C(CSc1n[nH]c(=O)[nH]c1=O)c1ccccc1[N+](=O)[O-]
  26%	3%	0%
Clc1ccc(Oc2nc3ccccc3n3cccc23)cc1
  -25%	0%	-2%
COc1ccc2c(CC(=O)Nc3ccc(OC)c(NS(=O)(=O)c4ccc(F)cc4)c3)coc2c1
  -12%	5%	-1%
COc1ccccc1NC1=C(C)C(=O)CC1
  u	-1%	1%
CCCC(=O)Nc1c(-c2cccs2)c(=O)c2ccccc2n1C
  0%	1%	2%
O=C(CSc1nc(=O)n(Cc2ccco2)c2c1CCC2)NCc1ccccc1Cl
  -14%	3%	-4%

The list goes on:
Values run as follows: TDP1 cell noCPT	TDP1 block	GCN5L2 inh
CC1CCN(CCC(=O)Nc2ccc(F)c(F)c2)CC1
  -29%	2%	1%
O=C(NC1CCCCC1)c1ccc2c(c1)N(Cc1ccccc1Cl)C(=O)c1ccccc1S2
  u	-5%	1%
O=C(Nc1ccc(O)cc1C(=O)O)c1ccc(NC(=O)c2ccco2)cc1
  u	8%	-8%
CC(=O)N1CC(=O)N=C1SCC(=O)Nc1nc(-c2ccccc2)c(-c2ccccc2)s1
  13µM*	5%	-14%
CNc1nc(Cl)nc2c1ncn2CC(COC(=O)C(C)(C)C)COC(=O)C(C)(C)C
  x	10%	-18%
CCCOc1ccc(C(=O)O/N=C(\CC)c2ccc(C)cc2)cc1
  -28%	-7%	-6%
Cc1nc(CSc2nnc(Nc3cccc(C)c3C)s2)cs1
  -11%	6%	-2%
CC(C)CCNC(=O)C1CCC(=O)N1C(C)C (stereo unspecified)
  -16%	5%	2%
CCn1c(SC(C)C(=O)NC2CCCc3ccccc32)nnc1-c1cccs1 (stereo unspecified)
  -21%	2%	0%
O=C(C[n+]1ccc(/C=C/c2ccccc2)cc1)c1ccc2c(c1)OCCO2
  9.2µM*	x	0%
COc1cc(C(=O)Nc2ccc(C)cc2)c(-n2cnnn2)cc1OC
  -1%	1%	-4%
COc1ccc(/C=N/NC(=O)c2cc(Br)ccc2O)cc1Cn1cc(Cl)cn1
  1%	1%	-27%
Cc1nn(CC(=O)NCCCN2CCCCC2)c(=O)c2cc(-c3ccccc3)nn12
  u	2%	-2%
CCOC(=S)N/C(=N\S(=O)(=O)c1ccc(C)cc1)c1ccccc1
  -15%	-5%	-6%
CCOC(=O)C1=C(C)N=C2c3ccccc3C(=O)C2C1c1ccc(Br)cc1 (stereo unspecified)
  x	6%	-4%
CCc1nc(C)cn1S(=O)(=O)c1ccc(Cl)c(Cl)c1Cl
  21µM*	-3%	-9%
O=C(NC(=S)Nc1ccccc1C(=O)O)c1ccc2ccccc2c1
  -20%	-3%	u
CCOC(=O)c1c(NC(=S)NC)sc2c1CC(C)(C)SC2
  2%	5%	16%
Cc1cccc2c1N(CC(=O)OC(C)C)C(=O)C2=O
  u	0%	-3%
Cn1c(SCC(=O)O)nc2sc3c(c2c1=O)CCC3
  -16%	x	-16%
Cc1nc(C)c(C(=O)O)s1
  7%	x	-5%
COc1ccccc1NC(=O)Cc1nnc(SCC(=O)NC2CCCCC2)n1C
  11%	7%[0.0935 µM]	-24%
COc1ccc(C(=O)CCC(=O)NCCc2c[nH]c3ccccc23)cc1
  -23%	x	4%
Cc1nc2ccc(Br)cc2c2c1CC(CBr)O2 (stereo unspecified)
  -21%	2%	1%
CN(C(=O)COC(=O)/C=C/c1cccs1)C1CCCCC1
  1%	1%	-2%
CCn1cc(C(=O)O)c(=O)c2cnc(N3CCN(C(=S)NC(=O)c4ccccc4)CC3)nc21
  -10%	0%	-1%
Cc1ccc(C)c(S(=O)(=O)Nc2cc(SCC(=O)O)c(O)c3ccccc23)c1
  6.5µM*	5%	65%[activator]
COc1cc(S(=O)(=O)Nc2ccccc2C)ccc1Cl
  u	3%	-5%
O=C(O)c1ccc(NC(=O)c2ccccc2NC(=O)c2cccc(Br)c2)cc1
  -28%	x	-21%
O=S(=O)(NCCc1csc(-c2cccnc2)n1)c1cccs1
  u	5%	-14%

Single records (already shown). Order of screens: TDP1 cell noCPT	TDP1 block	GCN5L2 inh
Shown for Cc1nc(CSc2nnc(Nc3cccc(C)c3C)s2)cs1 : -11%	6%	-2%
Shown for CCOC(=O)C1=C(C)N=C2c3ccccc3C(=O)C2C1c1ccc(Br)cc1 (stereo unspecified) : x	6%	-4%
Shown for CCCOc1ccc(C(=O)O/N=C(\CC)c2ccc(C)cc2)cc1 : -28%	-7%	-6%

Additional compounds:
Values run as follows: TDP1 cell noCPT	TDP1 block	GCN5L2 inh
Cc1ccc(S(=O)(=O)N2CCOCC2)cc1C(=O)N1CCCCCC1
  -28%	1%	0%
Cc1ccccc1NC(=O)c1snc2c(=O)[nH]cnc12
  x	-1%	-7%
C[C@@H]1NC(=O)c2cc([N+](=O)[O-])cc(I)c2NCCCC[C@@H](C(N)=O)NC(=O)[C@H](CC(N)=O)NC1=O
  2%	u	-3%
Cc1ccc(NC(=O)CSc2ccc3nnc(-c4cccnc4)n3n2)cc1
  u	2%	-6%
CCN(CC)CCOC(=O)c1cccc2c1-c1ccccc1C2O (stereo unspecified)
  -5%	-3%	-8%
Cc1cc(C)n(-c2nc3ccccc3nc2Nc2ccc(Cl)cc2Cl)n1
  -27%	-1%[12.3 µM]	-12%
CCC/C=N/NC(=O)c1ccccc1O
  0%	5%	18%
Cc1ccc(S(=O)(=O)CCC(=O)OCC(=O)c2c(C)[nH]c3ccccc23)cc1
  -16%	0%	-8%
CCOC(=O)C1CCN(C(=O)CCNS(=O)(=O)c2ccc3c(c2)CCN3C(=O)CC)CC1
  1%	4%	1%
CSCCC(NC(=O)C1CCC(C)CC1)C(=O)Nc1ccc(NC(C)=O)cc1 (stereo unspecified)
  -1%	2%	-7%

Some of the entries above, set out differently.
SMILES,TDP1 cell noCPT,TDP1 block,GCN5L2 inh
CCN(CC)CCOC(=O)c1cccc2c1-c1ccccc1C2O (stereo unspecified),-5%,-3%,-8%
Cc1cc(C)n(-c2nc3ccccc3nc2Nc2ccc(Cl)cc2Cl)n1,-27%,-1%[12.3 µM],-12%
CCC/C=N/NC(=O)c1ccccc1O,0%,5%,18%

Screening data deposited in PubChem by National Center for Advancing Translational Sciences (NCATS).
